Compound activity: PubChem BioAssay, National Center for Advancing Translational Sciences (NCATS)
LDHA block = blocks human lactate dehydrogenase A; P00338; activity change, % (values are at about 110 or 230 µM); purified LDHA, NADH/diaphorase-resazurin fluorescence; hits give low values; AID 1347041; 480,000 tested, 0.15% active; in the data active means activity change below about -30%; inconclusive means mostly about -25% to -30%;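 further: plate controls were DMSO wells for no effect and wells without enzyme for full effect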
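Resorufin fluorescence (ex540/em590), read at 0 and 20 min after diaphorase/resazurin addition, reports the NADH left after a 5 min room-temperature reaction of 2 nM human LDH5 with 0.06 mM NADH and 0.2 mM pyruvate.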
rTrxR1 inhibitor = inhibitors of rat thioredoxin reductase 1. O89049. recombinant rTrxR1, NADPH fluorescence consumption, selenite substrate. Potency, µM (series often up to 114 µM), inactives show at the top dose activity change, negative = inhibition, most hits filed as inhibitors. 390,000 tested, 1% active. AID 588453; further: potency means the concentration at half of the fitted maximal effect; on the % scale 0 is the no-effect control and ±100 the full control effect; nearly all actives have a fitted effect of over 65% in size
Target sequence (O89049 whole entry, looked up): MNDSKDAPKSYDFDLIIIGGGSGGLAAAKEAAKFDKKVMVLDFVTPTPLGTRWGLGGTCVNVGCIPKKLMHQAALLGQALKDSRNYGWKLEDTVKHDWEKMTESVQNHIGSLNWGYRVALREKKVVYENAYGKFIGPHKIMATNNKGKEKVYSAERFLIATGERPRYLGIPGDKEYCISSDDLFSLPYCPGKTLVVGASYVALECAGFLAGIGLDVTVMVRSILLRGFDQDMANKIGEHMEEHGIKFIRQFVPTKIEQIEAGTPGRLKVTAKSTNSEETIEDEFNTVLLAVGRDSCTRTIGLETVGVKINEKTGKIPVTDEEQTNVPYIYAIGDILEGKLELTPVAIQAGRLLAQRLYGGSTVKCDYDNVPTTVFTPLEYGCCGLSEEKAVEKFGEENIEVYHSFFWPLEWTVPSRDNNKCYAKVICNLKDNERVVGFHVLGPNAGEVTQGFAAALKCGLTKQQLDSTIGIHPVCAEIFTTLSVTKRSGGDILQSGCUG
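Rat TrxR1 (90 nM in the dispensed reagent) was pre-reduced with 400 uM NADPH for 5 min at room temperature, then incubated with compound for 15 min. After 400 uM selenite was added, NADPH fluorescence (Ex 340/Em 450 nm) was followed for 8 min.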
RGS4 inh = human RGS4 inhibition; P49798; Transcreener GDP fluorescence polarization, RGS4-accelerated GTP hydrolysis; Potency, µM (series often up to 114 µM), without a hit: top-dose activity change, negative = inhibition, actives largely listed as inhibitors; 390,000 tested, 0.039% active; further: potency means the concentration at half of the fitted maximal effect; on the % scale 0 is the no-effect control and ±100 the full control effect; nearly all actives have a fitted effect of over 75% in size; some results filed as inactive show a strong effect at the top dose
Target sequence (P49798 whole entry, looked up): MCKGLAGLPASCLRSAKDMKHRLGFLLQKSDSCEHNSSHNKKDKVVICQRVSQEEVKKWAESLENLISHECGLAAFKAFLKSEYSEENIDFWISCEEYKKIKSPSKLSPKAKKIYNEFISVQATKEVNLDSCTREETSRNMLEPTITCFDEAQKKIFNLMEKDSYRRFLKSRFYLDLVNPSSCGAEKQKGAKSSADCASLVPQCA
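MLSMR compounds (23 nl, pin-transferred) preincubated 10 min at room temperature with a 500nM (2x) first reagent, then RGS4 at 900nM (2x) plus Transcreener GDP mix added; fluorescence polarization (620/688 nm) read before and after 90 min at 30 °C.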
Vif-APOBEC3F blk = blocks the Vif interaction with APOBEC3F | HeLa A3F-eYFP + Vif (tagged APOBEC3F with the HIV-1 protein that degrades it), YFP fluorescence increase | Potency, µM (top dose mostly 46.1 µM), for the others: at the highest dose activity, negative = active | 390,000 tested, 0.2% active; further: potency means the concentration at half of the fitted maximal effect; % of control where 0% means no effect; nearly all actives have a fitted effect of over 65% in size
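Fluorescence increase (Ex 488/Em 500-530) after overnight compound treatment at 37 deg C flags inhibition of Vif-driven A3F-eYFP loss in stable HeLa A3F-eYFP/Vif cells seeded overnight beforehand.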
IDH1 R132H inh = human IDH1 R132H inhibition | O75874 | IDH1-R132H enzyme, NADPH consumption, diaphorase/resazurin fluorescence | Potency, µM (top dose mostly 76.6 µM), without a hit: top-dose activity change, negative = inhibition, actives largely listed as inhibitors | 390,000 tested, 0.093% active | AID 602179; further: potency means the concentration at half of the fitted maximal effect; on the % scale 0 is the no-effect control and ±100 the full control effect; nearly all actives have a fitted effect of over 65% in size
Target sequence (O75874 whole entry R132H, stated change not applied): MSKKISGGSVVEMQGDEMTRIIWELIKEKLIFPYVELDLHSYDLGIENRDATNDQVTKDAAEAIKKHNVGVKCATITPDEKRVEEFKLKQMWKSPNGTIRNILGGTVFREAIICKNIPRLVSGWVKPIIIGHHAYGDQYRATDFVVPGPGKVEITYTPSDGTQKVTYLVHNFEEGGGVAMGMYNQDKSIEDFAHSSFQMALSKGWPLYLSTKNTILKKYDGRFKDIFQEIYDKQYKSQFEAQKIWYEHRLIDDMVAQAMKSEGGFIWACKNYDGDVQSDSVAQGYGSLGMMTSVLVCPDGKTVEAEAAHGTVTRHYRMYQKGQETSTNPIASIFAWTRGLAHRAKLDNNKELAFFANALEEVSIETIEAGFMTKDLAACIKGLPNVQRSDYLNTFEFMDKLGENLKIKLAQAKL
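IDH1-R132H (0.5 ug/mL dispensed) in pH 7.5 Tris buffer was preincubated 30 min with compound, then given a substrate mix of 0.016 mM NADPH and 2 mM alpha-KG for 80 min at room temperature; remaining NADPH was read by diaphorase/resazurin fluorescence.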
Vif-APOBEC3G blk = Vif-A3G binding inhibition | 410,000 tested, 0.076% active | Q9HC16 | AID 602310 | HeLa A3G-eYFP + Vif (tagged APOBEC3G with the HIV-1 protein that degrades it), YFP fluorescence, overnight | Potency, µM (highest dose often 46.1 µM), without a hit: at the highest dose activity, negative = active, most hits filed as inhibitors;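 further: potency means the concentration at half of the fitted maximal effect; on the % scale 0 is the no-effect control and ±100 the full control effect; nearly all actives have a fitted effect of over 60% in size; hits raise eYFP signal because A3G escapes Vif-driven loss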
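HeLa cells stably expressing Vif and C-terminally eYFP-tagged A3G, seeded overnight at 37 deg C, then exposed to compound by pintool overnight at 37 deg C. Rise in yellow fluorescence (Ex 488/Em 500-530, Acumen) marks blocked Vif-driven A3G degradation.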
Glioma ERSR ind = inducers of ER stress response in human glioma cells; U87-MG GRP78 promoter luciferase reporter, 16 h; AID 602332; Potency, µM, without a hit: top-dose activation, usual class: activators; 420,000 tested, 0.02% active; further: potency means the concentration at half of the fitted maximal effect; series mostly up to about 76 µM; % of control where 0% means no effect; nearly all actives have a fitted effect of over 35% in size
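Stably transfected U87-MG glioma cells carrying a GRP78-based luciferase sensor; 16 h compound incubation. Luminescence end-point read 10 min after Bright-Glo addition at room temperature.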
TrxR1 substrate = rat thioredoxin reductase 1 substrate activity; purified TrxR1 substrate turnover, NADPH consumption readout; Potency, µM (doses to about 114 µM), inactives show top-dose activity change, negative = substrate turnover; 390,000 tested, 0.01% active; AID 588456; further: potency means the concentration at half of the fitted maximal effect; on the % scale 0 is the no-effect control and ±100 the full control effect; nearly all actives have a fitted effect of over 50% in size
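Rat TrxR1, dispensed at 90 nM, was prereduced with 400 uM NADPH (final) for 5 min at ~22 deg C, then incubated with compound 15 min before 400 uM selenite. A first-read NADPH fluorescence drop versus no-compound background flagged substrates.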
USP1 inh = USP1/UAF1 (human) deubiquitinase inhibition; O94782; recombinant USP1/UAF1, Ub-Rhodamine cleavage fluorescence; Potency, µM (series often up to 57.1 µM), without a hit: at the top dose activity change, negative = inhibition, hits mostly inhibitors; 390,000 tested, 0.23% active; AID 743255; further: potency means the concentration at half of the fitted maximal effect; on the % scale 0 is the no-effect control and ±100 the full control effect; nearly all actives have a fitted effect of over 60% in size; inactives centre near -12
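USP1/UAF1 complex (1 nM) preincubated 15 min at room temperature with compound, then Ub-Rho substrate (150 nM final) added. Kinetic fluorescence at 480/540 nm over 6 reads at 60 s intervals; 50 mM HEPES pH 7.8, 0.5 mM EDTA, 0.1 mg/ml BSA, 1 mM TCEP, 0.01% Tween-20.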
* marks the source's active call; other numbers are inactive results; ? = inconclusive; · = not tested or not shown; & = joins results of further samples; [ ] = remark or other dose. Unless noted, the call rests on the fitted dose curve; in most records, active means well fitted curve in the direction sought with a large enough effect; inconclusive means small, poorly fitted or top-dose-only effect, or another doubt; inactive means no such curve, though single readings can be large; an effect the other way counts as inactive or inconclusive. Not all compounds are listed (hit frequency here may not be typical).

SMILES | LDHA block | rTrxR1 inhibitor | RGS4 inh | Vif-APOBEC3F blk | IDH1 R132H inh | Vif-APOBEC3G blk | Glioma ERSR ind | TrxR1 substrate | USP1 inh
CCCCNC(=O)c1ccc2c(=O)n(Cc3ccc(OC)cc3)c(=O)[nH]c2c1 | -5 | 18% | -3% | -5% | -10% | 0% | -2% | 9%[2.29 µM] | -26%
O=C(Oc1ccc2ccccc2c1Cl)N1CCCCCC1 | -1 | 10%[57.1 µM] | -18% | -2% | 19% | -4% | -5% | -3% | -12%
CCN(c1ccccc1)S(=O)(=O)c1cccc(C(=O)NCC2(N(C)C)CCCCC2)c1 | -1 | 17% | 10% | 9% | 2% | -1% | -3% | 3% | -11%
COC(=O)C1=C(C)NC(=O)/C1=C\c1cc(C)n(-c2c(C)cccc2C)c1C | 4 | -10% | 10% | -8% | -2% | -8% | -6% | -3% | 19%
CC(=O)Oc1ccc(C)cc1-n1nc2ccccc2n1 | -14 | 5% | 31% | 0% | -1% | 1% | 10% | -3% | -3%
O=C(COC(=O)c1ccc2ccccc2n1)NC1CCCCC1 | -7 | 2% | -9% | 3% | 8% | -1% | -3% | 5% | -22%
[O-][n+]1c2c(nn1-c1ccccc1Cl)-c1nonc1CC2 | -2 | -8% | 24% | -1% | 2% | 0% | 1% | -1% | 23%
Cc1ccc2c(c1)-c1c(cnn1CC(=O)NC(C)CCc1ccco1)CO2 (stereo not drawn) | -3 | -52% | -38% | 0% | 2% | -1% | -1% | 2%[57.1 µM] | -6%
COc1ccccc1C1C(C#N)=C(N)Oc2cc(C)n(CCCn3ccnc3)c(=O)c21 (stereo not drawn) | 2 | ? | -11% | 1% | 7% | 0% | -3% | -6% | -4%
CCOC(=O)C1=NNC2(c3ccc(Cl)cc3)C(=O)N(c3cc(C)cc(C)c3)C(=O)C12 (stereo not drawn) | -1 | 16%[57.1 µM] | -26% | 6% | 10% | 3% | -8% | -20%[57.1 µM] | -23%
O=C(Nc1ccc(Br)cc1Cl)Nn1cnnc1 | 3 | 11% | -3%[56.9 µM] | 0% | 4% | -2% | -3% | 8% | -7%
O=C(N1CCOCC1)N(CCN1CCOCC1)Cc1cccc(Cl)c1 | -8 | -1%[57.1 µM] | -19% | 1% | -2% | 2% | -6% | -5% | -11%
CC(=O)Nc1ccc(S(=O)(=O)Nc2nc3cc4c(cc3nc2Cl)OCCO4)cc1 | 9 | 27% | 9% | -15% | -7% | -2% | -5% | 208%[activator] | -21%
Nc1nnn(CC(=O)N/N=C/c2ccc(O)cc2)n1 | -10 | 1% | 12% | -12% | 0% | 0% | -1% | -8% | -13%
Cc1ccc(C(=O)N2N=C3c4ccccc4S(=O)(=O)N3[C@H]2N(C)C)cc1 | -10 | 12%[57.1 µM] | 1% | 0% | -9% | 1% | -2% | 7%[57.1 µM] | -13%
COc1cccc(C(=O)O/N=C(\N)c2ccncc2)c1 | -2 | 19% | -11% | 11% | 12% | -4% | 8% | 2% | -7%
O=S(=O)(NCCOc1ccc(F)cc1)c1ccc2c(c1)OCCO2 | 5 | 29% | -23% | 1% | 2% | -7% | -2% | 10% | -10%
COC(=O)C1=C(C)C(c2cccs2)NC(=O)N1C (stereo not drawn) | -1 | 23% | -18% | -6% | 5% | -4% | -2% | 9% | -16%
Cc1ccc2nc(NC(=O)c3ccc(OCC4CCCO4)cc3)sc2c1 (stereo not drawn) | -7 | 8%[57.1 µM] | -1% | 5% | -4% | 3% | 3% | 11%[57.1 µM] | -9%
O=C(NNC(=O)C1CC1)c1cc(Br)c(Br)s1 | -3 | 12% | 12% | 1% | -11% | -6% | 2% | 4% | -7%
C[C@@H](NC(=O)C1(c2ccccc2)CCN(C(=O)OC(C)(C)C)CC1)C(=O)N[C@@H](Cc1ccccc1)C(=O)O | -4 | 11% | -6% | -3% | -7% | 3% | 2% | 0% | -16%
O=S(=O)(Nc1ncccn1)c1ccc(NC(=S)N2CCN(Cc3ccc(F)cc3Cl)CC2)cc1 | -1 | 4% | ? | 3% | 8% | -7% | -1% | 8% | -16%
COC(=O)c1ccc(Cn2nnc3c(=O)[nH]c(C4CCCN(S(=O)(=O)c5ccccc5Cl)C4)nc32)cc1 (stereo not drawn) | -7&1 | 2%&10% | 14%&-11% | 0%&0% | -14%&-10% | -1%&-1% | -2%&-2% | -4%&-2% | -31%&-10%
COC(=O)c1ccccc1NC(=O)c1noc2c1CCC2 | 6 | -31%[57.1 µM] | -31% | -10% | 0% | -2% | 0% | 4%[57.1 µM] | 5%
CC1CCN(Cc2ccc(NC(=O)CC3Oc4ccccc4NC3=O)cc2)CC1 (stereo not drawn) | -5 | 9% | -7% | 7% | 5% | 2% | -4% | 2% | -10%

By substructure, the compounds so far containing a thiophene ring, fused or not (2)
SMILES | LDHA block | rTrxR1 inhibitor | RGS4 inh | Vif-APOBEC3F blk | IDH1 R132H inh | Vif-APOBEC3G blk | Glioma ERSR ind | TrxR1 substrate | USP1 inh
COC(=O)C1=C(C)C(c2cccs2)NC(=O)N1C (stereo not drawn) | -1 | 23% | -18% | -6% | 5% | -4% | -2% | 9% | -16%
O=C(NNC(=O)C1CC1)c1cc(Br)c(Br)s1 | -3 | 12% | 12% | 1% | -11% | -6% | 2% | 4% | -7%

(listing goes on)
SMILES | LDHA block | rTrxR1 inhibitor | RGS4 inh | Vif-APOBEC3F blk | IDH1 R132H inh | Vif-APOBEC3G blk | Glioma ERSR ind | TrxR1 substrate | USP1 inh
Cn1c(CCN2CCOCC2)nc2cc(NS(=O)(=O)c3ccccc3)ccc21 | -6 | 6% | 2% | 6% | 7% | -1% | -5% | 0% | -14%
COC(=O)C1(C)NC(c2ccccc2C)C2C(=O)N(c3ccc(F)cc3)C(=O)C21 (stereo not drawn) | -1 | -6% | -39%[56.9 µM] | 12% | -7% | -11% | -3% | -4% | -21%
COc1ccccc1-c1n[nH]nc1C1=CC(=O)C[C@H](c2ccc(F)cc2)C1 | -6 | · | · | -5% | 3% | -1% | -7% | · | 2%
Cc1cc(=O)c(C(=O)Nc2ccc(N3CCOCC3)cc2N2CCOCC2)nn1-c1ccccc1Cl | -6 | 5%[57.1 µM] | 8% | -25% | 8% | 1% | -4% | -14% | -5%
Cc1cccc(C)c1NC(=O)C1(N2C(=O)CC2c2ccccc2)CCCCC1 (stereo not drawn) | -3 | 40%[activator] | 8% | -3% | -1% | 3% | -5% | 4% | -12%
Cc1cccc(NS(=O)(=O)c2cc(C(=O)N3CCN(C)CC3)ccc2C)c1 | 0 | -6%[57.1 µM] | -6% | -5% | 1% | 1% | -6% | 6%[57.1 µM] | -8%
O=C1c2ccccc2C(=O)N1CCc1c[nH]c2ccccc12 | -9 | 31% | 3%[56.9 µM] | -3% | 1% | 0% | 7% | -5% | 2%
COc1ccc(-c2cc(C(F)(F)F)nc(-n3cc(Cl)cn3)n2)cc1 | -5 | 5% | 4% | -5% | 0% | -8% | 1% | 22% | -14%
O=c1c(C=NCC2CCCO2)c(-c2ccccc2)[nH]n1-c1ccc([N+](=O)[O-])cc1 (stereo not drawn) | -3 | 13% | -8% | -14% | 0% | -2% | 1% | -6% | -6%
CCOC(=O)C1C(c2ccc(C)o2)NC(=O)NC1(O)C(F)(F)F (stereo not drawn) | -1 | -7% | -21% | 1% | 1% | 0% | -4% | 5% | -4%
COc1ccc(CNC(=O)c2cc(-c3ccc(C)c(C)c3)n[nH]2)cc1 | -2 | 18% | -18% | -4% | -7% | 1% | 3% | 4% | -1%
Cc1nc(-c2nc(C(=O)NNS(C)(=O)=O)cs2)cs1 | 1 | 16%[57.1 µM] | -10% | 11% | 2% | 0% | -2% | 11%[57.1 µM] | -20%
O=C(NCc1ccc(F)cc1)C1CC(=O)N(Cc2ccco2)C1 (stereo not drawn) | -1 | ? | 11% | -8% | -12% | 2% | -4% | -1% | -15%
Cc1ccc(C(=O)c2c[nH]c(C(=O)NCc3cccnc3)c2)cc1 | -18 | -14% | 7% | 1% | -4% | 0% | -1% | -12% | -2%
NC1=NC(=O)C(Cc2ccc(OC(F)(F)F)cc2)S1 (stereo not drawn) | -3 | 24% | 4% | -2% | 1% | 1% | -5% | 5% | -8%
Cc1nnc(SCC(=O)Nc2cccc(S(=O)(=O)N3CCCCC3)c2)s1 | -3 | 28% | -22% | -1% | 2% | 2% | -3% | -1% | -11%
CC(C)(C)C(=O)Nc1nnc(SCC(=O)NC2CC2)s1 | -8 | 19% | -13% | 3% | 8% | 0% | -5% | 3% | 6%
CC(Sc1nc(-c2ccccc2)cc(C(F)(F)F)n1)C(=O)N1CCC(C(N)=O)CC1 (stereo not drawn) | -8 | 17% | -19% | 0% | 4% | 1% | -1% | 5% | -7%
Nc1nc(SCCO)[nH]c(=O)c1NC(=O)c1ccco1 | -2 | -2% | -10% | 1% | -1% | -10% | -5% | -6% | -21%
CCCNC(=O)c1ccc(N2CCC3(CC2)CC(c2ccc(Cl)cc2)=NO3)c([N+](=O)[O-])c1 | -11 | 9% | 43% | -1% | -7% | 0% | -1% | -7% | 4%
CCn1c(O)c(N=NC(=O)CNC(=O)c2ccco2)c2ccccc21 | -2 | -1% | 9% | -3% | -1% | -20% | -4% | -10% | -10%
